# Screening data from PubChem BioAssay.
# Giardia kill = Giardia lamblia killing | hit rate 0.15% among 340,000 | Giardia lamblia trophozoite viability | activity change, % at 7.66 µM, hits read low; in the data active means activity change below about -80%; inconclusive means between about -30% and that limit;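 further: parasites exposed to compound for two days anaerobically before the ATP read; on the % scale 0 is the no-effect control and ±100 the full control effect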
#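 Compounds were tested on trophozoites seeded at 100 cells/well and held 48 hrs at 37 deg C anaerobically. An ATP-based luminescent kit measured the remaining live cells.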
# FLuc modulator = counter-screen for miR-21 project: firefly luciferase inhibitors or activators; P08659; Potency, µM (highest dose often 57.5 µM), for the others: top-dose activity change, negative = inhibition, usual class: inhibitors; purified FLuc, Km substrates, luminescence inhibition; hit rate 6.9% among 360,000;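 further: potency means the concentration at half of the fitted maximal effect; plate controls were vehicle for no effect and reference inhibitor for full effect; nearly all actives have a fitted effect of over 55% in size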
# Target sequence (P08659 whole entry, looked up): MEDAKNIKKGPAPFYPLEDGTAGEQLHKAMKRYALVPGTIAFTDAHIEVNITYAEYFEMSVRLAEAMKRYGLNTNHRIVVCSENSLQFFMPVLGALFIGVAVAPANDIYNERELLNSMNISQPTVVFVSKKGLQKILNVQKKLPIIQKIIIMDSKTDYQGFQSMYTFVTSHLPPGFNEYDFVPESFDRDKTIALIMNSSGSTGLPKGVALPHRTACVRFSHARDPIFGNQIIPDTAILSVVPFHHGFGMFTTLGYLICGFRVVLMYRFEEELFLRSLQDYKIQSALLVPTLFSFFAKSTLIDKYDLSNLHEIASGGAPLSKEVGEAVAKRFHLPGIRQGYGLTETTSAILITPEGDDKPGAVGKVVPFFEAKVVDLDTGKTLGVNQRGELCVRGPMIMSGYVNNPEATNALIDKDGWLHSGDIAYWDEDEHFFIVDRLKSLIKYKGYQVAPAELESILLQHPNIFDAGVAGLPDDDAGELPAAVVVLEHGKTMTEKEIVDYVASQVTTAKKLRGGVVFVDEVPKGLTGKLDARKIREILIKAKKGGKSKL
#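 Biochemical qHTS of compounds, final roughly 60 µM downward over six points, against 10 nM purified firefly luciferase using Km concentrations of substrates (10 uM D-luciferin, 10 uM ATP) in Tris acetate pH 7.5 buffer; luminescence output.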
# Menin MLL FP TR = menin-MLL binding inhibition, Texas Red mutant peptide; O00255; Menin + Texas Red MLL mutant peptide, fluorescence polarization; Potency, µM (series often up to 61.6 µM), for inactives: top-dose FP activity change, negative = inhibition, hits mostly inhibitors; hit rate 0.23% among 270,000; active means well fitted inhibition curve with a large enough effect in the polarisation, with a control signal flat, not every such curve was filed as active; inconclusive means small, poorly fitted or top-dose-only effect, or effect the other way, or a change in a side signal; inactive means no such curve, though single readings can be large or run the other way; the % refers to the polarisation; further: potency means the concentration at half of the fitted maximal effect; % of control where 0% means no effect; many of its hits are not listed in these tables
# p53 reactivator = re-activators of mutant p53 | H1299 p53-A138V BP100-luciferase reporter, luminescence, 24 h | Potency, µM (top dose mostly 92.2 µM), inactives show at the highest dose activity change, positive = activation, hits mostly activators | hit rate 0.063% among 320,000 | AID 504706; further: potency means the concentration at half of the fitted maximal effect; % of control where 0% means no effect; nearly all actives have a fitted effect of over 45% in size
#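 H1299 (p53-null), stable ts p53-A138V + BP100-Luc; 1000 cells/well, Opti-MEM/10% FBS; cpd 4 pt, 1:5; 24 h, 37 deg C, 5% CO2; detection reagent 10 min RT; luminescence.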
# BRCA1 expr act = BRCA1 expression activation; Potency, µM (series often up to 46.1 µM), for inactives: top-dose activation, actives largely listed as activators; AID 624202; hit rate 1.1% among 380,000; MCF7-BRCA1-FFLuc reporter, luminescence, 48 h; response scale: scaled: vehicle 0%, 10 µM genistein 100%; further: potency means the concentration at half of the fitted maximal effect; nearly all actives have a fitted effect of over 80% in size; some results filed as inactive show a strong effect at the top dose
#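 MCF7-BRCA1-FFLuc, 2000 cells/well; 2 h attach, 37 °C/5% CO2; compound 48 h; luciferase substrate 15 min; luminescence end-point. Norm. to genistein 10 microM max activation and DMSO; concentration-response curves fitted.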
# VP16 counter = inhibits Gal4-VP16 luciferase reporter, ROR gamma counter-screen; Drosophila S2 Gal4-VP16 UAS-luciferase, luminescence, 20 h; Potency, µM (series often up to 53.6 µM), for the others: at the highest dose activity, negative = inhibition, actives largely listed as inhibitors; hit rate 3.5% among 310,000; AID 2546;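 further: Gal4-VP16 expression switched on by copper sulfate through the metallothionein promoter; potency means the concentration at half of the fitted maximal effect; on the % scale 0 is the no-effect control and ±100 the full control effect; nearly all actives have a fitted effect of over 50% in size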
# NPC1 promoter act = NPC1 promoter activation. Huh7 NPC1 promoter luciferase reporter, 24 h. Potency, µM (series often up to 9.22 µM), without a hit: top-dose activation, usual class: activators. hit rate 2.4% among 320,000. AID 485313;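 further: potency means the concentration at half of the fitted maximal effect; % of control where 0% means no effect; nearly all actives have a fitted effect of over 60% in size; reporter is driven by a mutant NPC1 promoter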
#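 In 1536-well qHTS, Huh7 cells harboring an NPC1 promoter–luciferase construct received compound for 24 h; activation was quantified by luminescence following luciferase reagent addition.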
# ELG1 genotox = genotoxicity induction in ELG1-luciferase HEK293T cells; HEK293T ELG1-luciferase reporter, luminescence, 16 h; Potency, µM (series often up to 46 µM), for the others: at the highest dose activity change, positive = activation, most hits filed as activators; hit rate 1.3% among 330,000; further: potency means the concentration at half of the fitted maximal effect; % of control where 0% means no effect; nearly all actives have a fitted effect of over 60% in size
#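 Cells (2,000/well) expressing the ELG1-luciferase fusion are dosed by pin tool and kept 16 hr at 37 °C, 5% CO2. Signal comes from ONE-Glo luciferase reagent after 30 min at room temperature.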
# PKM2 act = PKM2 (human) enzyme activation | purified PKM2, Kinase-Glo ATP luminescence, activation; response scale: 0% is enzyme alone, no compound | P14618 | Potency, µM (titrated, usually from 57.5 µM), without a hit: at the highest dose activation, most hits filed as activators | hit rate 0.34% among 260,000 | AID 1631; further: potency means the concentration at half of the fitted maximal effect; on the % scale 0 is the no-effect control and ±100 the full control effect; nearly all actives have a fitted effect of over 55% in size
# Target sequence (P14618 whole entry, looked up): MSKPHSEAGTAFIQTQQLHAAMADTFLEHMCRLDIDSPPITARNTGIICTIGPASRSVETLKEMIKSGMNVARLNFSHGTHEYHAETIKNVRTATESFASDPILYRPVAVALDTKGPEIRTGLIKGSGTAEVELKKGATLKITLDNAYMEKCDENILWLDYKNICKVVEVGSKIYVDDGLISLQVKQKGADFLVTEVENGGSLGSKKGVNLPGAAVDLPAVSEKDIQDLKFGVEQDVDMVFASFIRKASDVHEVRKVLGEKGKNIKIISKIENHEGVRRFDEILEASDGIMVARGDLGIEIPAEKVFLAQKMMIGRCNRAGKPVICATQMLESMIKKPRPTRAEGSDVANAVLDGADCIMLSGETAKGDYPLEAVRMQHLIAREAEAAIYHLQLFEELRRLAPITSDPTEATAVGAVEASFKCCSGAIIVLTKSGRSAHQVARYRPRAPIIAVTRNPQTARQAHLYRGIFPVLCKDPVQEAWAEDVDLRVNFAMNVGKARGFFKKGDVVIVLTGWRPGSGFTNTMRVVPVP
#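 hPK-M2, >95% pure; 0.1 mM ADP / 0.5 mM PEP final; imidazole pH7.2 buffer w/ 7 mM MgCl2, 50 mM KCl; 1 h RT; Kinase-Glo lum. Intermediate enzyme activity for dual inhibitor/activator qHTS.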
# Rab9 prom act = activates the Rab9 promoter; Huh7 Rab9 promoter-luciferase reporter, luminescence, 24 h; Potency, µM (titrated, usually from 9.22 µM), inactives show at the top dose activation, negative = inhibition, most hits filed as activators; hit rate 2.8% among 320,000; further: potency means the concentration at half of the fitted maximal effect; % of control where 0% means no effect; nearly all actives have a fitted effect of over 60% in size
#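 Stable Rab9-luc Huh7, 1500 cells/well, 2 h settle; cmpd in DMSO, 24 h, 37 °C/5% CO2; luciferase reagent 10 min RT; luminescence.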
# RORg inh = blocks mouse ROR gamma transcriptional activity | P51450 | Drosophila S2 Gal4-RORgamma UAS-luciferase reporter, 20 h | Potency, µM (top dose mostly 53.6 µM), inactives show at the highest dose activity change, negative = inhibition, most hits filed as inhibitors | hit rate 5.4% among 310,000 | AID 2551; further: potency means the concentration at half of the fitted maximal effect; on the % scale 0 is the no-effect control and ±100 the full control effect; nearly all actives have a fitted effect of over 60% in size
#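 Luciferase reporter read in Schneider cells carrying Gal4-RORγ (mouse) and UAS-Photinus luciferase; cells given compound 1 h before 700 uM copper sulfate induction, then incubated 20 h at ambient temperature.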
# * hit, by the source's call; ? = inconclusive; / = no result given; & = joins results of further samples; [ ] = dose if it differs, or a comment. Unless noted, the call rests on the fitted dose curve; in most records, active means well fitted curve in the direction sought with a large enough effect; inconclusive means small, poorly fitted or top-dose-only effect, or another doubt; inactive means no such curve, though single readings can be large; an effect the other way counts as inactive or inconclusive. The list is partial (hit frequency here may not be typical).
SMILES,Giardia kill,FLuc modulator,Menin MLL FP TR,p53 reactivator,BRCA1 expr act,VP16 counter,NPC1 promoter act,ELG1 genotox,PKM2 act,Rab9 prom act,RORg inh
C#CCOCCOCCOCCNc1nc(N2CCN(C(=O)[C@H](CCCCN)n3cc([C@@H](N)C(C)CC)nn3)CC2)nc(N2CCN(C(=O)[C@H](CCCCN)n3cc([C@@H](N)CC(C)C)nn3)CC2)n1 (some centres not stated),-8.3,-2.1%,-9.1%,4.2%,-1.6%,0.4%,-3.7%,2.4%,2.9%,12.8%,13.1%
CC(=O)Oc1ccccc1C(=O)Nc1ccccc1C(=O)N1CCCC1,9.1,0.0%,-6.8%,1.5%,-3.8%,-1.2%,-3.2%,-0.2%,0.4%,-1.1%,0.3%
NC(=S)N/N=C/c1cn(CCC(=O)O)nc1-c1cccc(Br)c1,7.9,0.6%,/,4.2%,-2.4%,-4.8%,3.5%,-0.5%,-0.4%,2.7%,?
CC1(C)Cc2c(sc(NC(=O)c3ccc(S(=O)(=O)N4CCCCCC4)cc3)c2C(N)=O)C(C)(C)N1,-3.4,1.4%,/,18.2%,-42.4%,?,-1.6%,7.5%,-20.1%,-5.7%,?
CCOc1ccc(N(CC(=O)NCCSCc2ccco2)S(=O)(=O)c2ccc(F)cc2)cc1,-5.9,-0.9%,/,-0.2%,-35.6%,1.3%,-3.8%,-7.3%,4.7%,4.7%,23.5%
COc1ccc(-n2c(C)cc(/C=N/Nc3nnc(C)n3N)c2C)cc1,4.2,-18.4%,-21.2%,-38.2%[inhibitor],-101.3%[inhibitor],?,-3.9%,-0.4%,0.6%,2.2%,?
O=C(NCCCN1CCN(CCCNC(=O)c2cc([N+](=O)[O-])ccc2Cl)CC1)c1cc([N+](=O)[O-])ccc1Cl,6.7,2.9%,2.0%,1.9%,-0.5%,-4.1%,-3.2%,2.1%,-1.1%,-3.9%,-5.0%
COc1ccc(NC(=O)c2c[nH]n3c(=O)cc(C4CCN(C(=O)OC(C)(C)C)CC4)nc23)cc1Cl,3.6,?,?,-3.3%,-23.3%,-15.7%,1.7%,-3.5%,2.5%,-3.0%,16.7%
COc1ccc(OC)c(NC(=O)C(=S)NC2CCCCC2)c1,-13.6,?,6.4%,14.9%,-24.4%,9.9%[10 µM],-1.7%,0.9%,-4.1%,0.9%,-40.4%
CCOc1ccccc1N1CCN(Cc2cccc(OC)c2OC)CC1,-4.9,1.6%,-20.7%,-7.8%,2.1%,-7.2%,-0.9%,-1.8%,9.4%,0.9%,27.5%
CCOC(=O)C1(C(F)(F)F)N=C(C(F)(F)F)Nc2ccccc21 (configuration not stated),-7.5,1.5%,11.6%,-1.8%,-2.8%,14.9%,-0.3%,-1.4%,0.5%,2.1%,11.8%
CCCC(C(=O)O)N1C(=O)/C(=C/c2cccn2C)SC1=S (configuration not stated),4.3,0.5%,11.3%,-11.0%,58.7%,6.3%,-0.2%,0.8%,6.0%,-4.0%,-5.0%
Cc1cc(SCC(=O)Nc2cccc(S(N)(=O)=O)c2)c(C)cc1Br,-3.8,-16.2%,21.1%,-4.8%,-1.8%,1.8%,-5.0%,-10.1%,-5.1%,0.2%,23.8%
Cc1ccc(CN2CCC(n3nccc3NC(=O)CCCc3ccccc3)CC2)o1,-10.0,0.7%,/,0.9%,-15.9%,-18.3%,-3.5%,-6.0%,1.7%,12.0%,-40.9%
CC(C)CN(C(=O)COC(=O)c1cccn1C)c1c(N)n(Cc2ccccc2)c(=O)[nH]c1=O,10.8,-1.0%,/,2.5%,-8.3%,-2.2%,-1.3%,-3.2%,-8.0%,0.3%,-2.1%
C=CCS(=O)(=O)N1CCCC(Cc2ccccc2C)(C(=O)OCC)C1 (configuration not stated),11.0,0.5%,?,-7.6%,-3.2%,-12.6%,-1.1%,-3.3%,-2.2%,-5.7%,8.7%
CCCN(CCC)c1ncnc2nc[nH]c12,-5.1,-1.0%,0.4%,-5.3%,3.0%,1.3%,2.0%,-47.3%[inhibitor],-6.2%,2.6%,?
C/C(Cn1cnc([N+](=O)[O-])n1)=N/NC(=O)COc1c(Cl)cc(Cl)cc1Cl,-15.9,4.1%,-8.4%,-5.0%,-54.6%,?,-2.6%,1.0%,1.1%,-7.3%,-35.8%
COC(=O)c1cn(N(C)c2ncc(C(F)(F)F)cc2Cl)c(=O)c2ccccc12,-4.1,-1.3%,-6.4%,-5.3%,-35.7%,1.4%,0.9%,0.7%,2.1%,0.6%,-15.3%
COc1cc(NC(=S)NCCc2c[nH]c3ccccc23)c(OC)cc1Cl,20.9,0.2%,?,-11.3%,-46.1%,3.55µM*,-0.4%,-6.9%,-0.5%,-2.6%,7.08µM*
O=C(c1c(O)c2ccccc2oc1=O)C1CCCCC1,-9.3,-17.3%,10.8%,9.0%,-54.9%,9.0%,-1.8%,-0.9%,1.1%,-0.5%,-9.3%
O=C(NC1CCCc2ccccc21)c1cccc(S(=O)(=O)N2CCOCC2)c1 (configuration not stated),-15.1,-0.5%,-12.5%,-7.7%,10.1%,-9.5%,-2.9%,-3.0%,0.4%,-2.4%,22.1%
CCOC(=O)Cc1nn(CCc2ccccn2)c(=O)c2ccccc12,0.5,6.7%,-2.6%,-3.0%,3.8%,-4.4%,18.0%,-5.6%,-0.4%,2.5%,37.3%
Cc1ccc(O)c(C2=Nc3ccccc3N=C(c3cccs3)C2)c1,6.5,-5.8%,?,8.7%,-27.2%,?,-2.0%,-3.9%,-3.3%,-3.6%,?
COc1cc(-c2cc(C(=O)N3CCN(c4ccccn4)CC3)c3ccccc3n2)cc(OC)c1OC,-8.8,-0.3%,-9.3%,-1.6%,-62.9%,-7.0%,-3.7%,-5.4%,1.5%,-6.1%,-28.7%
# (listing goes on)
SMILES,Giardia kill,FLuc modulator,Menin MLL FP TR,p53 reactivator,BRCA1 expr act,VP16 counter,NPC1 promoter act,ELG1 genotox,PKM2 act,Rab9 prom act,RORg inh
O=C(CCc1nnc(C2CCCCC2)o1)N1CCCCC1CCn1cccn1 (configuration not stated),-7.7,2.5%,-17.4%,1.5%,-1.4%,5.4%,-7.1%,-1.2%,-1.6%,-3.2%,8.1%
CCOC(=O)N1CCN(c2ccccc2OC)CC1,-11.7,-0.5%,/,0.7%,1.7%,8.3%,-2.9%,-4.5%,-6.4%,-1.5%,-6.6%
CCc1nnc(NS(=O)(=O)c2ccc(NC(=S)NC(=O)/C=C/c3ccc(OC)cc3)cc2)s1,-25.9,-2.0%,?,-5.8%,-2.1%,0.7%,?,-0.9%,?,0.0%,18.8%
CCC(Sc1n[nH]c(=O)[nH]c1=O)C(=O)OCc1ccccc1 (configuration not stated),5.0,-1.7%,-7.0%,-6.1%,6.7%,-5.6%,6.2%,0.9%,18.4%,-0.9%,-2.9%
CC(c1n[nH]c(=S)n1Cc1ccccc1)N(C)C (configuration not stated),-5.4,-4.5%,-6.9%,26.7%,-2.2%,?,-0.5%,0.2%,-11.8%,0.9%,1.78µM*
CCc1ccc(NC(=O)C2=CC(c3cccs3)=NS(=O)(=O)N2C)cc1,5.0,-0.8%&-2.6%,?,/,-13.2%,-0.3%,-5.2%,0.6%,-0.9%,3.7%,?
COc1cc(S(=O)(=O)NCCCn2ccnc2)ccc1Cl,-21.4,1.1%,19.8%,/,0.0%,/,3.2%,0.3%,6.2%,-5.2%,/
CCOC(=O)c1cnc(SC)nc1N,2.9,-8.8%,-13.2%,6.0%,18.2%,-3.7%,-1.0%,11.7%,-10.2%,-0.7%,10.3%
c1ccc(-c2c[n+]3c(n2-c2ccccc2)CCC3)cc1,5.8,0.8%,/,3.7%,-27.3%,-25.4%,-26.1%,-5.3%,-10.3%,-29.8%,18.9%
O=C(COc1ccccc1)NCC(=O)N/N=C/C=C/c1ccccc1,-27.5,3.4%,?,0.7%,-1.1%,-8.5%,-1.5%,5.6%,5.9%,-3.8%,-25.5%
N#Cc1nc(COc2ccc(F)cc2)oc1NCCCn1ccnc1,6.1,2.9%,7.7%,7.8%,0.0%,6.7%,9.9%,3.3%,-0.9%,3.4%,?
C=CCn1nc([N+](=O)[O-])nc1Sc1cccc2cccnc12,-2.8,3.3%,1.5%,-29.1%,-67.2%,?,-9.5%,-3.8%,10.4%,-38.1%[inhibitor],8.91µM*
NC(=O)CC(NC(=O)c1cccc(Br)c1)c1ccc(N2CCC(Br)CC2)c([N+](=O)[O-])c1 (configuration not stated),-7.9,5.2%,16.8%,6.0%,0.0%,?,-6.4%,-3.4%,3.3%,-1.7%,35.3%
CCOC(=O)c1cc2sccc2n1CC(=O)N1CCCC1,-16.1,2.7%,-7.3%,-2.0%,-2.4%,-11.2%,-3.0%,0.3%,-1.4%,-2.5%,-1.4%
